Cav32 inh = human Cav3.2 channel inhibition, primary screen | O95180 | Cav3.2-expressing cells, Fluo-4 calcium fluorescence FDSS; hits give low values | B-score at 10 µM | 100,000 compounds, 4% hits | AID 449739;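 active means single-dose well whose peak fluorescence ratio is a statistical outlier from its plate by either plate-standardised score or position-corrected B-score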
Target sequence (O95180 whole entry, looked up): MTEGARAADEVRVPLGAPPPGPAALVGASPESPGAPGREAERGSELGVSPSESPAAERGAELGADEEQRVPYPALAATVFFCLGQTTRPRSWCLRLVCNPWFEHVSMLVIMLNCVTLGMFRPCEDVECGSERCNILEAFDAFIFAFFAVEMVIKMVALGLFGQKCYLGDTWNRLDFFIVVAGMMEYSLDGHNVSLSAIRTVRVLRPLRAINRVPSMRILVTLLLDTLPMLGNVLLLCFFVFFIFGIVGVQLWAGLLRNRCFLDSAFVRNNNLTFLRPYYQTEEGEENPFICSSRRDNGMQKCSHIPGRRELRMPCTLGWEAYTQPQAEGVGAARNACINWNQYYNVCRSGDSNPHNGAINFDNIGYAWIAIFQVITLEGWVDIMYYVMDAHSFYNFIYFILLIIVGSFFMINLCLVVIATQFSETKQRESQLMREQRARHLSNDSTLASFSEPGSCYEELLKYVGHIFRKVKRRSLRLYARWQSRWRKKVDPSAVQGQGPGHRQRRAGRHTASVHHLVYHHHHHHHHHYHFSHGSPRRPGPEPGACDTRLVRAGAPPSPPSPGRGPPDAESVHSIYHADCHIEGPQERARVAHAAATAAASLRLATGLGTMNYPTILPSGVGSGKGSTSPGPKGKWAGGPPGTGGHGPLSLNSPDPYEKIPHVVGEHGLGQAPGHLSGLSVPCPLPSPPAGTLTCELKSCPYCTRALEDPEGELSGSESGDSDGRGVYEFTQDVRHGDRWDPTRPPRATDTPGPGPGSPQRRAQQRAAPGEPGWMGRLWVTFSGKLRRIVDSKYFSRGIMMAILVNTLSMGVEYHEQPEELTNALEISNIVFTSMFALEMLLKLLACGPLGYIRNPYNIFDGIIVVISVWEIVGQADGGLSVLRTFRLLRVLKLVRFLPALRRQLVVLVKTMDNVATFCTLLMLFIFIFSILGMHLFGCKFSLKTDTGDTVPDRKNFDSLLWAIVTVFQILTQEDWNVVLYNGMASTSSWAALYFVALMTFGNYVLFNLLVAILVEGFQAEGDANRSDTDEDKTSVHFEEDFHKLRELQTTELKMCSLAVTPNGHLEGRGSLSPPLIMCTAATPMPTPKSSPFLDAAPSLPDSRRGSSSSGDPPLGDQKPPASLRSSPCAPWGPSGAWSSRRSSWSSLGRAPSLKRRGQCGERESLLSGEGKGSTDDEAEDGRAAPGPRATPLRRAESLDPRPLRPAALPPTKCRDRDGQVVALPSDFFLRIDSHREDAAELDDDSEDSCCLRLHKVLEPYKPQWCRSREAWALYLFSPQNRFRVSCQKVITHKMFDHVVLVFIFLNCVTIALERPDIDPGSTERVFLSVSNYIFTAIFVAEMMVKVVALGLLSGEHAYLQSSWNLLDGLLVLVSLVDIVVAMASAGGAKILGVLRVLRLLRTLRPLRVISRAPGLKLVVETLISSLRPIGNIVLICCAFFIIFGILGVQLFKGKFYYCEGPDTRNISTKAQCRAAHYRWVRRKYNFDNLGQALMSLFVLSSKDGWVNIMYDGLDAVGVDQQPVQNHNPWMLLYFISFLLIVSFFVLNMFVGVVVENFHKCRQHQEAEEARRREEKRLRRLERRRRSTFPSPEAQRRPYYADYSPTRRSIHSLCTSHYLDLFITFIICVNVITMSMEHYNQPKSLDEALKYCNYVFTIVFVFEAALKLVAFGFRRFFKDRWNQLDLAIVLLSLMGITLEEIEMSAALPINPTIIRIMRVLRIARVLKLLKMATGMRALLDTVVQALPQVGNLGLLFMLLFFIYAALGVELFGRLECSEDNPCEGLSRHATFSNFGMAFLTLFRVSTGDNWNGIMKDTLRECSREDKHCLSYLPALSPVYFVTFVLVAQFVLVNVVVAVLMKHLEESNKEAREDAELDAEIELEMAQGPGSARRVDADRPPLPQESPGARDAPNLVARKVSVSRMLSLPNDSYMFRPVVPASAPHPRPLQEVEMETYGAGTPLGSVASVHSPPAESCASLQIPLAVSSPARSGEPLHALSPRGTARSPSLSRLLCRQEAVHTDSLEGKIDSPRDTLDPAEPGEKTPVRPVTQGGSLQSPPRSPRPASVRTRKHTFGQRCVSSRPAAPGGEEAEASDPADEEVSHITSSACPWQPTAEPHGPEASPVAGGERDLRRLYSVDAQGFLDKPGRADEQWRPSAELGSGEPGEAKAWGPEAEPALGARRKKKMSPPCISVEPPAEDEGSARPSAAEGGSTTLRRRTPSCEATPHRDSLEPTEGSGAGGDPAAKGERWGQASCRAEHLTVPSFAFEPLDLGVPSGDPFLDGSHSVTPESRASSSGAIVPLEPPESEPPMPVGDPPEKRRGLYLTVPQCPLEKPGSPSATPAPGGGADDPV
An asterisk follows results filed as active; & = joins results of further samples. These rows are one share of the data, so the mix of outcomes need not match the whole.

no. | smiles | Cav32 inh
1 | COc1cc(S(=O)(=O)NCc2ccccn2)c(OC)cc1Cl | 0.15
2 | CCOC(=O)c1cc(-c2ccccc2)n(CCC(=O)O)c1C | 0.0048
3 | COc1ccc(Nc2cc(C)nc(N3CCOCC3)n2)cc1 | 1.2
4 | C=CCOc1ccc(Cl)cc1CNCCCN1CCOCC1 | 1.1
5 | Cc1ccccc1Cn1cnc2c(NS(C)(=O)=O)c(C)c(C)cc21 | -2.5
6 | COc1ccc(C(=O)N2CCN(c3nnnn3-c3ccccc3)CC2)cc1OC | 1.3
7 | COC(=O)c1[nH]c2ccccc2c1NS(=O)(=O)c1ccc(F)c(C)c1 | -2.3
8 | CNS(=O)(=O)c1cccc(C(=O)OCC(=O)Nc2ccccc2OC(F)F)c1 | -0.017
9 | Cc1cc(C)c(C2=CC(c3ccccc3)n3ncnc3N2)cc1C (configuration not stated) | -1.7
10 | O=C(Cn1c(=O)n(-c2ccccc2)c(=O)n1CC(=O)N1CCCCC1)N1CCCCC1 | 0.62
11 | COc1cccc(-c2nnn(CCc3nn[nH]n3)n2)c1 | 0.12
12 | O=C1CC(NCc2ccncc2)C(=O)N1c1ccccc1 (configuration not stated) | 0.23
13 | COc1ccccc1NC(=O)CSc1nc(C)c2c(c1C#N)CCCC2 | -1.6
14 | CCSc1nnc(-c2ccccc2N)c(=O)[nH]1 | 0.19
15 | O=C(O)CC1SC(=Nc2ccccc2)N(c2ccccc2)C1=O (configuration not stated) | 0.64
16 | O=C(c1cccc(S(=O)(=O)N2CCCC2)c1)N1CCN(c2ccccc2)CC1 | 0.28
17 | O=C(NCCCn1ccnc1)c1ccc(Cl)c(S(=O)(=O)N2CCOCC2)c1 | 0.15
18 | Cc1ccc(CN2CCC(c3nc4ccc(Cl)cc4[nH]3)CC2)cc1 | -3
19 | COc1ccc(OC)c(S(=O)(=O)N2CCC(C(=O)Nc3cccc(C(F)(F)F)c3)CC2)c1 | -9.3*
20 | O=C(Nc1ccc(Cl)c(-c2nc3ccccc3[nH]2)c1)c1cccnc1 | 0.63
21 | CCOc1ccc(N(CC(=O)OC)S(=O)(=O)c2ccc3c(c2)n(C)c(=O)c(=O)n3C)cc1 | 1
22 | CCOC(=O)Nc1ccc2c(c1)N(C(=O)OCCN(C)C)c1ccccc1CC2 | 1.9&0.39
23 | COc1ccccc1CNC(=O)C1CCCN(S(=O)(=O)c2cccc3cccnc23)C1 (configuration not stated) | 0.95
24 | CCOC(=O)C1CCCN(C(=O)C2c3ccccc3Oc3ccccc32)C1 (configuration not stated) | -5.8*
25 | Cc1ccc(S(=O)(=O)N2CCN(C(=O)CN3CCOCC3)C2c2ccccc2)cc1 (configuration not stated) | 0.016

Continued.
no. | smiles | Cav32 inh
26 | COCCOc1cc(NC(=O)c2sccc2Oc2ccc([N+](=O)[O-])cc2F)c(Cl)cc1Cl | 0.014
27 | Fc1ccc(-c2nnn(Cc3nc4ccccc4s3)n2)cc1 | -0.32
28 | COC(=O)C1=COC(C)C2CN3CCc4c([nH]c5cc(OC)c(OC)cc45)C3CC12 (configuration not stated) | -0.97
29 | Cc1nnc(SCC(=O)Nc2ccccc2)n1CCc1ccccc1 | 1.4
30 | COc1ccc(-c2cc(=O)oc3c(C)c(OCc4nn[nH]n4)ccc23)cc1 | 2.1
31 | O=C(Nc1ccc(N2CCCC2)cc1)C(c1ccccc1)c1ccccc1 | -4.2
32 | NC(=O)C1=C[C@@H](c2ccc(Br)cc2)C[C@@H](OCCCCO)O1 | 0.42
33 | COc1ccccc1NC(=O)COc1cc(C)nc(C(C)C)n1 | 1.9
34 | Cc1ccnc2nc(C(=O)Nc3ccc4c(c3)OCO4)nn12 | 0.23
35 | CCOC(=O)N1CCN(S(=O)(=O)c2ccc(OCC(=O)OC)cc2)CC1 | 0.28
36 | Cn1c(=O)c2c(nc(CN3CCN(c4ccc(F)cc4)CC3)n2Cc2ccccc2F)n(C)c1=O | -2.4
37 | CCCCCn1c(=O)[nH]c2cc(C(=O)NCc3ccco3)ccc2c1=O | -0.13
38 | COc1ccc(CNc2oc(-c3ccccc3)nc2C#N)cc1 | -1.8
39 | Cc1ccc(C(=O)C(OC(=O)CCC(=O)Nc2cccc(C)c2)c2ccccc2)cc1 (configuration not stated) | -0.18
40 | COc1ccc(-n2c(SCC(=O)Nc3sc4c(c3C#N)CCCC4)nnc2-c2ccccc2OC)cc1 | -6.3*
41 | CC(/C=N/NC(=O)c1cccc([N+](=O)[O-])c1)=C\c1ccccc1 | 0.42
42 | COc1cc2[nH]c(=O)n(CCC(=O)NC3CCCC3)c(=O)c2cc1OC | -0.44
43 | Cc1c(Cc2ccccc2)c(=O)oc2c(CN(C)C)c(O)c(Cl)cc12 | 0.8
44 | CS(=O)(=O)c1ccc2nc(NC(=O)CCC(=O)c3cccs3)sc2c1 | 0.53
45 | CC(=O)NC1(c2ccccc2)CCN(Cc2nnnn2C(C)(C)C)CC1 | 0.28
46 | C#CCOC(=O)C1C2C=CC(C2)C1C(=O)O (configuration not stated) | 1.8
47 | COc1ccc(C2=NO[C@@H]3C(=O)N(c4c(C)cccc4C)C(=O)[C@H]23)cc1OC | -0.029
48 | COc1ccc([C@H]2[C@@H](C#N)[C@H](C#N)N3CCCN23)cc1 | 0.64
49 | CCOC(=O)c1oc2ccccc2c1CN1CCN(C)CC1 | 2
50 | COc1ccc(S(=O)(=O)Cc2ccc(C(=O)NC(C)C)o2)cc1 | -0.091

(continued)
no. | smiles | Cav32 inh
51 | Cc1ccc(C(=O)NCCCNCCCNC(=O)c2ccc(C)nc2)cn1 | 0.12
52 | COc1ccc(OC)c(-c2[nH]nc3c2C(c2ccco2)C(C#N)=C(N)O3)c1 (configuration not stated) | 0.61
53 | Cc1nn2c(-n3ccnc3)c3c(nc2c1-c1ccccc1)CCC3 | 0.6
54 | CCOC(=O)c1[nH]c2ccc(Br)cc2c1NC(=O)CCN1CCC(C)CC1 | -0.58
55 | O=C(NCCc1ccc(Cl)cc1)c1cnc2n(c1=O)CCS2 | 0.16
56 | CCC(C)Sc1nc2c(c(=O)[nH]c(=O)n2C)n1Cc1ccccc1Cl (configuration not stated) | -4.4
57 | COC(=O)Nc1ccc(S(=O)(=O)Nc2ccc(C)cc2)cc1 | 0.0094
58 | CC(=O)c1cccc(OCC(=O)c2cc(C)n(-c3cc(C)on3)c2C)c1 | -0.75
59 | O=C(CSc1ccc2nnc(-c3ccccc3)n2n1)NCC1CCCO1 (configuration not stated) | 0.37
60 | O=C(NCc1ccco1)c1ccc(CS(=O)(=O)c2cccc(C(F)(F)F)c2)o1 | 0.52
61 | CCN(CC)C(=O)CC(c1ccc(N(C)C)cc1)c1c(OC)cc(OC)c2c(-c3ccccc3)cc(=O)oc12 (configuration not stated) | -0.86
62 | COc1ccc(C(=O)Nn2c(SCc3ccc([N+](=O)[O-])cc3)nc3ccccc3c2=O)cc1 | -2.9
63 | CCC(C(=O)NC1CCCC1)N(C(=O)Cn1nnc(-c2ccc(C)o2)n1)C(C)(C)C (configuration not stated) | 0.53
64 | CCOC(=O)c1c(NC(=O)Nc2ccc(Cl)cc2)sc(C)c1C | 0.67
65 | CCOc1ccccc1N(CC(=O)NC1CCCC1)C(=O)CCC(=O)Nc1cc(C)on1 | 0.64
66 | O=C(Nc1nc(SCc2ccc(F)cc2)ns1)c1ccco1 | -2.2
67 | CC1CC(=O)NN=C1c1ccc(NCCO)c([N+](=O)[O-])c1 (configuration not stated) | 0.32
68 | Cc1cc(Cl)cc(Br)c1OCCCCn1cncn1 | -0.073
69 | COc1cc(S(=O)(=O)N2CCOCC2)ccc1NC(=O)c1cc2c(s1)CCC2 | -0.59
70 | CCCCC(=O)N(c1ccc(OC)cc1)C1C=CS(=O)(=O)C1 (configuration not stated) | 0.15
71 | N#CC(=C1CCCC1)c1nc(-c2ccccc2O)cs1 | -0.51
72 | Cc1[nH]c(=O)[nH]c(=O)c1S(=O)(=O)N1CCOCC1 | -0.056
73 | CCOC(=O)CSc1nnc(CNC(=O)c2cccs2)n1CCc1ccccc1 | -0.33
74 | CC1CCCC(NC(=O)CSc2nccn2C)C1C (configuration not stated) | 0.7
75 | C/C(=N\NC(=O)c1cccc(Br)c1)c1ccc(Br)cc1 | 0.1

Ordered by the number under Cav32 inh (highest first): some entries from above
no. | canonical_smiles | Cav32 inh
64 | CCOC(=O)c1c(NC(=O)Nc2ccc(Cl)cc2)sc(C)c1C | 0.67
60 | O=C(NCc1ccco1)c1ccc(CS(=O)(=O)c2cccc(C(F)(F)F)c2)o1 | 0.52
59 | O=C(CSc1ccc2nnc(-c3ccccc3)n2n1)NCC1CCCO1 (configuration not stated) | 0.37
55 | O=C(NCCc1ccc(Cl)cc1)c1cnc2n(c1=O)CCS2 | 0.16
51 | Cc1ccc(C(=O)NCCCNCCCNC(=O)c2ccc(C)nc2)cn1 | 0.12
66 | O=C(Nc1nc(SCc2ccc(F)cc2)ns1)c1ccco1 | -2.2

(cont.)
no. | smiles | Cav32 inh
76 | Cc1cc(Cl)c2c(c1)[C@]1(C(=O)N2)[C@@H]2C(=O)N(Cc3ccccc3)C(=O)[C@@H]2[C@@H]2CCCN21 | -1.6
77 | O=C(NCCc1ccncc1)Nc1cccc(Cl)c1 | 0.3
78 | Cc1cccc(NC(=O)CCN2C(=O)C3C4C=CC(C4)C3C2=O)n1 (configuration not stated) | -0.38
79 | CCOC(=O)Cn1c(C)c(Br)c(=O)c2cccc(C)c21 | -0.82
80 | COC(=O)Nc1ccc(C)c(NC(=O)OC)c1 | 0.76
81 | O=C(NC12CC3CC(CC(C3)C1)C2)N1CCN(c2ccccn2)CC1 | 0.53
82 | CC1CN(c2nc3ccccc3nc2C(C#N)C(=O)NCc2ccc3c(c2)OCO3)CC(C)O1 (configuration not stated) | -7.9*
83 | CCOC(=O)N1CCN(CC(O)COCCC23CC4CC(CC(C4)C2)C3)CC1 (configuration not stated) | -1.8
84 | Cc1nc2cc(N3CCN(C)CC3)c(NC(=O)Cc3ccccc3)cc2c(=O)n1Cc1ccccc1 | -7.3*
85 | CCc1nc(Nc2ccc(OC)c(OC)c2)c2nnn(Cc3ccccc3Cl)c2n1 | 0.37
86 | COc1ccc(/C(O)=C2\C(=O)C(=O)N(Cc3ccco3)C2c2ccc(OC)cc2OC)cc1 (configuration not stated) | -1.1
87 | CC(C)Cn1c(SCC(=O)NC(=O)NC2CCCC2)nc2ccccc21 | -2.3
88 | Cc1cc(C)nc(Nc2ccc(C(=O)O)cc2)n1 | -0.2
89 | COc1cccc(-c2nnc3sc(-c4ccccc4)nn23)c1 | -0.00093
90 | COc1ccc2cc1Oc1ccc(cc1)C[C@H]1c3c(cc4c(c3Oc3cc5c(cc3OC)CCN(C)[C@@H]5C2)OCO4)CCN1C | 0.27
91 | c1csc(CNCCN2CCOCC2)c1 | -2.2
92 | Cc1sc(-c2ccccn2)nc1OC(=O)c1ccc(Cl)cc1 | 0.8
93 | Cc1ccccc1C(=O)NCc1nnc(SCC(=O)N2c3ccccc3Sc3ccccc32)n1C | -3.7
94 | CCn1c(CCC(=O)Nc2nc3c(s2)CCCC3)nc2cc(S(=O)(=O)N(C)C)ccc21 | -1.4
95 | CCCCC1=CC2=CC(=O)C(C)(OC(=O)CC)C(=O)C2=CN1CCOC (configuration not stated) | 0.75
96 | CC(C)CNC(=O)c1ccccc1NC(=O)Nc1ccccc1 | -0.57
97 | Cc1ncsc1C(=O)Nc1nc2c(s1)CC(C)CC2 (configuration not stated) | 0.25
98 | Nc1nc2c(s1)CC(c1ccccc1)CC2 (configuration not stated) | -0.018
99 | CCOc1ccc(-n2ccnc2SCC(=O)NCc2ccc3c(c2)OCO3)cc1 | -2.7
100 | O=C(NCc1ccc(F)cc1)c1cc(-c2cccs2)on1 | -1.9

Later entries.
no. | smiles | Cav32 inh
101 | COC(=O)CSc1ncnc2c1sc1nc(N3CCOCC3)c3c(c12)CCCC3 | -0.68
102 | COC(=O)NC1CSCC1OC(=O)CCN1C(=O)c2ccccc2C1=O (configuration not stated) | 0.37
103 | COc1cc(CN2CCN(c3cccc(C)c3C)CC2)cc(Br)c1O | -0.96
104 | O=S1(=O)C=C(N2CCOCC2)c2ccccc21 | 0.4
105 | O=C(Nc1cccc(Cl)c1)Nc1nnc(-c2ccccc2)o1 | -1.3
106 | CSc1cccc(NC(=O)CN(c2cccc(C)c2)S(C)(=O)=O)c1 | -4.3*
107 | O=C(Nc1cnc2ccccc2c1)C1COc2ccccc2O1 (configuration not stated) | -12*
108 | Cc1csc(NC(=O)C2CCN(C(=O)CSc3nnc(C)n3Cc3ccccc3)CC2)n1 | -0.45
109 | COC(=O)CSC1=C(C#N)C(c2sccc2C)CC(=O)N1 (configuration not stated) | 1.5
110 | O=C(OCC(=O)N1CCc2ccccc21)c1cccnc1 | 0.065
111 | CCOC(=O)Cc1nnc(Nc2cccc(C)c2)c2ccccc12 | 0.4
112 | Cn1c(SCC(=O)NC2CC2)nnc1C(F)(F)F | -2.7
113 | Fc1ccc(/C=C2\CCCC3=C2Nc2ncnn2C3c2ccc(F)cc2)cc1 (configuration not stated) | 0.031
114 | COc1ccc(-c2nnc(NC(=O)c3ccccc3C)o2)cc1 | -0.53
115 | COc1ccc(S(=O)(=O)Nc2ccc(F)cc2)cc1N(C)S(=O)(=O)c1ccc(Cl)cc1 | -5*
116 | O=C(c1ccc(Br)o1)N(c1ccc(Br)cc1)C1C=CS(=O)(=O)C1 (configuration not stated) | -0.052
117 | CC(=O)N1CCN(C(=O)Nc2cccc(C(F)(F)F)c2)CC1 | 0.45
118 | C/C(=N\Nc1ccc(Cl)cc1)c1ccccn1 | -2.6
119 | Cn1c(N2CCN(c3ccccn3)CC2)nc2c1c(=O)n(Cc1ccc(Cl)cc1)c(=O)n2C | -3.3*
120 | Cc1cc(OCC(=O)C(C)(C)C)c2c(C)c(C)c(=O)oc2c1 | 2.2
121 | CCOc1ccc(-c2[nH]ncc2Oc2ccccc2OC)c(O)c1 | -0.46
122 | CCN(CC)C1CCCCC1NS(=O)(=O)c1ccc(Cl)cc1 (configuration not stated) | 1.3
123 | O=C(c1ccco1)N1CCN(c2nc3ccccc3c(=O)n2-c2ccccc2)CC1 | -0.22
124 | O=C(OCCN1C(=O)c2ccccc2C1=O)c1ccc(S(=O)(=O)N2CCCCCC2)cc1 | 0.74
125 | CCOc1cc(C=O)c(Br)cc1OC1CCCC1 | -0.11
126 | Cc1cccc(Cn2c(SCC(=O)Nc3ccccc3)nc3c2c(=O)[nH]c(=O)n3C)c1 | -1.3
127 | CCN1CCCC1CNCc1ccccc1OCc1ccc(F)cc1 (configuration not stated) | 0.46

Compound activity deposited in PubChem by Vanderbilt High Throughput Screening Facility.
